# High-throughput results (PubChem BioAssay)
# Pf Dd2 inh = inhibitors of Plasmodium falciparum Dd2 growth; P. falciparum Dd2 growth, SYBR Green, 72 h; hits give low values; activity change, % at 10 µM; 94,000 tested, 2.3% active; in the data active = activity change below about -80%; inconclusive = no clear call, values can overlap the other calls
# C diff HTS = blocks growth of Clostridium difficile. growth activity, negative = inhibition, % at 16 µg/mL (by protocol). 86,000 tested, 0.25% active. Clostridium difficile clinical isolate growth, OD600, 24 h; hits give low values;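 active = mean growth activity at or below -80% and every replicate also at or below -80%; inconclusive = mean at or below -80% but some replicate above -80%; inactive = mean growth activity above -80%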;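 note: 0% = DMSO wells and -100% = levofloxacin 16 µg/mL wells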
# KDM4C inh = KDM4C (human) demethylase inhibition. inhibition, % at 12.5 µM. 96,000 tested, 0.15% active. GST-KDM4C 2-372, H3K9me3 peptide, LANCE TR-FRET. AID 720574. Q9H3R0;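 active = mean replicate inhibition above about 25%, with at least 55% of replicates also reaching it, limit read from the data, passing the limit was not always enough; inconclusive = only one of those two conditions met; inactive = neither condition met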
# Target sequence (Q9H3R0 2-372 limits assumed): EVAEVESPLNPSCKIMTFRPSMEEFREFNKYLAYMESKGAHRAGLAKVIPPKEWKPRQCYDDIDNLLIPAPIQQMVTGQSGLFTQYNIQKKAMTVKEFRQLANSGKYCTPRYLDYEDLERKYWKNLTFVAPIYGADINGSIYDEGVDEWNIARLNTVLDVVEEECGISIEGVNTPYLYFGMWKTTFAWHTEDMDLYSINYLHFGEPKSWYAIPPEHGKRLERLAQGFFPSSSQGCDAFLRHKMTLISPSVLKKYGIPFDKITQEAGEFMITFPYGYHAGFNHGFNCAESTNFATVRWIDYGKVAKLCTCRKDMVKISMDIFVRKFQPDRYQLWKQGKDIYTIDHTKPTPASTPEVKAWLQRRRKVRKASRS
#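 Test system – GST-tagged GASC-1 (JMJD2C) catalytic fragment, aa 2-372 · Medium – HEPES buffer, pH 7.5, plus ascorbate · Reagent – H3K9me3 peptide with Fe(II)/2OG · Compound – one test concentration per compound · Timing – 30 min reaction, 60 min detection, RT · Technique – TR-FRET with Eu antibody and ULight streptavidin, EDTA stop · Read-out basis – inhibition from TR-FRET ratio decrease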
# T cruzi growth = inhibitors of T. cruzi proliferation. T. cruzi beta-gal in NIH3T3, GalScreen luminescence, 90 h. 77,000 tested, 5.9% active. inhibition, % at 8.34 µM;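 active = mean inhibition above about 93%, with at least 55% of replicates each passing it, limit read from the data, passing the limit was not always enough; inconclusive = only one of those two conditions holds; inactive = neither condition holds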
# * marks the source's active call; other numbers are inactive results; ? = inconclusive; nt = not tested or not shown; & = joins results of further samples. This is a random part of the collection; 7.3% or so of the library scored in one or more.
SMILES	Pf Dd2 inh	C diff HTS	KDM4C inh	T cruzi growth
COC(=O)C[C@@H]1CC[C@@H](NS(=O)(=O)c2ccccc2F)[C@H](CO)O1	14.8	nt	0.5	-16.4
O=C(Cc1ccccn1)NCC[C@H]1CC[C@H](NC(=O)Nc2ccc(C(F)(F)F)cc2)[C@H](CO)O1	-2.7	-3.7	0.7	-11.2
CN(C)C(=O)C[C@H]1CC[C@H]2[C@H](COc3ccc(NC(=O)C4CCCCC4)cc3C(=O)N2C)O1	9.0	3.4	-0.2	12.4
CCC(=O)N(C)C[C@H]1Oc2cc(-c3ccccc3C)ccc2S(=O)(=O)N([C@@H](C)CO)C[C@@H]1C	-15.2	-3.9	-0.3	19.6
CCC(=O)N1[C@H](CO)[C@@H](c2ccccc2)C12CN(Cc1nccs1)C2	3.7	0.2	0.7	nt
C/C=C/c1cnc2c(c1)C(=O)N([C@@H](C)CO)C[C@@H](C)[C@H](CN(C)Cc1ccccc1)O2	4.6	4.2	-0.5	-55.6
O=S(=O)(Cc1ccccc1)NCC[C@H]1CC[C@H](NS(=O)(=O)c2ccc(F)cc2)[C@@H](CO)O1	-44.8	-3.2	-2.1	-6.6
CCCN(C)C[C@H]1OCCCC[C@H](C)Oc2ccc(N(C)C)cc2C(=O)N([C@@H](C)CO)C[C@H]1C	nt	-0.5	-0.5	8.2
C[C@@H]1CN([C@H](C)CO)C(=O)c2cccc(NC(=O)C3CC3)c2O[C@@H]1CN(C)S(=O)(=O)c1ccc(F)cc1	-77.7	0.3	0.4	2.6
COc1ccc(NC(=O)N(C)C[C@@H]2Oc3ccc(NC(=O)Nc4cccc5ccccc45)cc3CC(=O)N([C@@H](C)CO)C[C@H]2C)cc1	-31.8	10.6	2.9	15.4
CNC[C@@H]1OCCCC[C@@H](C)Oc2ccc(NS(=O)(=O)c3ccccc3)cc2C(=O)N([C@H](C)CO)C[C@@H]1C	17.5	-0.3	-0.5	-34.9
COc1ccc2c3c(n(C)c2c1)[C@H](CO)N(S(C)(=O)=O)CC31CCN(C(=O)C2CC2)CC1	29.6	2.4	0.1	nt
CC(C)NC(=O)Nc1ccc2c(c1)C(=O)N([C@@H](C)CO)C[C@@H](C)[C@H](CN(C)Cc1ccc(-c3ccccc3)cc1)O2	-19.3	-6.7	0.0	-170.6
CCC(=O)Nc1ccc2c(c1)OC[C@@H](C)N(Cc1ccc(-c3ccccn3)cc1)C[C@@H](C)[C@H](OC)CN(C)C2=O	-51.3	nt	-0.5	nt
Cc1ccc(S(=O)(=O)N(C)C[C@H]2Oc3ccc(NC(=O)c4ccncc4)cc3C(=O)N([C@@H](C)CO)C[C@@H]2C)cc1	-87.8*	-3.2	-2.6	12.9
COc1ccccc1CN(C)C[C@H]1OCc2cn(nn2)CCCC(=O)N([C@H](C)CO)C[C@H]1C	3.3	-0.5	-0.2	12.8

# Complete entries from above.
# `COc1ccccc1CN(C)C[C@H]1OCc2cn(nn2)CCCC(=O)N([C@H](C)CO)C[C@H]1C` in the list: Pf Dd2 inh: 3.3; C diff HTS: -0.5; KDM4C inh: -0.2; T cruzi growth: 12.8
# `CC(C)NC(=O)Nc1ccc2c(c1)C(=O)N([C@@H](C)CO)C[C@@H](C)[C@H](CN(C)Cc1ccc(-c3ccccc3)cc1)O2` in the list: Pf Dd2 inh: -19.3; C diff HTS: -6.7; KDM4C inh: 0.0; T cruzi growth: -170.6

# (next part)
SMILES	Pf Dd2 inh	C diff HTS	KDM4C inh	T cruzi growth
O=C(C1CC1)N1CC(=O)N2[C@H](CO)[C@H](c3ccc(Br)cc3)[C@@H]2C1	43.8	7.3	-0.2	nt
CO[C@H]1CN(C)C(=O)c2cc(C#N)ccc2OC[C@H]2O[C@H](CC[C@H]2OC)CCN(C)C(=O)[C@H]1C	13.7	nt	-0.1	-8.7
Cc1ccc(S(=O)(=O)NCC[C@H]2CC[C@@H](NC(=O)c3ccccn3)[C@@H](CO)O2)cc1	-11.1	0.1	0.0	47.0
CCCNC(=O)Nc1ccc2c(c1)OC[C@H](C)N(CC1CCCC1)C[C@@H](C)[C@@H](OC)CN(C)C2=O	-16.6	-1.5	0.4	16.6
Cc1ccccc1S(=O)(=O)NCC[C@H]1CC[C@H](NC(=O)Nc2cccc(Cl)c2)[C@@H](CO)O1	0.1	nt	-1.6	8.3
COc1cccc(CN2[C@@H](CO)[C@@H]3c4ccccc4N(C(=O)c4ccncc4)C[C@@H]32)c1	6.5	-5.5	-0.2	42.2
C[C@H](CO)N1C[C@H](C)[C@@H](CN(C)Cc2ccccc2F)Oc2cc(C#CCN(C)C)ccc2S1(=O)=O	-59.8	-4.0	-4.8	104.8*
C[C@H]1CN([C@@H](C)CO)C(=O)CCCn2nncc2CO[C@H]1CN(C)S(C)(=O)=O	8.7&-0.1	6.9	-0.7	-6.5&-5.0
C[C@@H]1CN([C@H](C)CO)C(=O)c2cc(NC(=O)C3CCCCC3)ccc2O[C@@H]1CN(C)C(=O)Nc1ccc(F)cc1	1.8	1.5	-0.8	9.9
C[C@@H]1CN([C@@H](C)CO)C(=O)c2cc(NC(=O)Nc3ccc(C(F)(F)F)cc3)ccc2O[C@@H]1CN(C)Cc1ccc(Cl)c(Cl)c1	10.3	21.5	17.8	48.5
CNC(=O)C[C@@H]1CC[C@@H]2[C@H](COc3ccc(NC(=O)c4ccc5c(c4)OCO5)cc3C(=O)N2C)O1	8.2	0.1	-0.5	34.3
N#C[C@@H]1[C@@H](c2ccccc2C2=CCCC2)[C@H](CO)N1C(=O)C1CCOCC1	8.1	-5.9	12.0	nt
Cc1ccc(S(=O)(=O)N[C@H]2CC[C@@H](CCNC(=O)C3CCCCC3)O[C@H]2CO)cc1	4.6	nt	-0.8	-20.7
CO[C@@H]1CC[C@H]2CCN(C)C(=O)C[C@H](c3ccccc3)CN(C)C(=O)c3cccc(C#N)c3OC[C@H]1O2	nt	1.0	0.7	10.0
CCCNC(=O)N1C[C@H](C)[C@@H](OC)CN(C)C(=O)c2ccc(NC(=O)C3CCC3)cc2OC[C@@H]1C	7.5	7.3	-0.1	nt
COc1ccc(S(=O)(=O)Nc2ccc3c(c2)CC(=O)N([C@H](C)CO)C[C@@H](C)[C@H](CN(C)S(=O)(=O)c2ccccc2)O3)cc1	8.5	-14.6	1.7	27.2
CCCC(=O)N1CC2(CN(S(=O)(=O)CC)C2)c2c(n(C)c3cc(OC)ccc23)[C@H]1CO	-14.6	2.3	-0.2	nt
C[C@@H]1CN([C@@H](C)CO)C(=O)c2cccc(N(C)C)c2O[C@@H]1CN(C)Cc1ccc(Cl)c(Cl)c1	-24.7	11.1	-0.3	48.4
O=C(C[C@@H]1C[C@H]2c3cc(NS(=O)(=O)c4ccc(F)cc4)ccc3O[C@H]2[C@H](CO)O1)NCc1ccc(-c2ccccc2)cc1	-34.0	-1.3	2.0	75.4
C[C@@H]1CN([C@@H](C)CO)C(=O)Cc2cc(NS(=O)(=O)c3ccc(F)cc3)ccc2O[C@H]1CN(C)C(=O)NC1CCCCC1	-12.4	-3.8	3.1	-29.4
CCC(=O)N(C)C[C@@H]1Oc2cc(-c3cncnc3)ccc2S(=O)(=O)N([C@@H](C)CO)C[C@@H]1C	30.7	-4.5	2.0	12.0
COc1ccc(NC(=O)Nc2ccc3c(c2)C(=O)N([C@@H](C)CO)C[C@H](C)[C@@H](CN(C)Cc2ccc(C(F)(F)F)cc2)OCCCC[C@H](C)O3)cc1	-4.9	2.7	-0.7	64.3
CC=Cc1ccc2n(c1=O)C[C@@H]1[C@@H](CO)[C@H](C(=O)NCc3ccccc3)[C@H]2N1CC (mixture of isomers)	-1.8	-1.7	0.5	17.6
COCC(=O)Nc1ccc2c(c1)[C@H]1C[C@H](CC(=O)NCC3CC3)O[C@H](CO)[C@H]1O2	14.2	1.2	1.2	-10.0
CC(C)(C)S(=O)N1Cc2cc(C(=O)O)nc(-c3cccc(-c4cc5ccccc5o4)c3)c2[C@@H]1CCO (some centres not stated)	23.4	nt	10.3	28.7
CNC[C@@H]1OCCCC[C@H](C)Oc2ccc(NC(=O)Nc3c(C)noc3C)cc2C(=O)N([C@@H](C)CO)C[C@@H]1C	14.4	-5.0	2.1	64.5
CC(C)C#Cc1ccc([C@@H]2[C@@H](C#N)N(C(=O)C3CCC3)[C@@H]2CO)cc1	-14.2	-13.9	0.4	89.7
O=C(NC1CCCC1)N1CCCCN2[C@H](CO)[C@H](c3ccc(-c4ccncc4)cc3)[C@@H]2C1	37.1	-0.2	-0.3	32.5
CCS(=O)(=O)N1CC(=O)N2[C@H](CO)[C@@H](c3ccc(-c4ccc(F)cc4)cc3)[C@H]2C1	-1.1	-4.4	-1.7	nt
C[C@@H]1CCCCO[C@H](CN(C)Cc2ccc(C(F)(F)F)cc2)[C@@H](C)CN([C@H](C)CO)C(=O)c2cc(NC(=O)Nc3cccc4ccccc34)ccc2O1	34.1	3.6	-5.0	?
O=S(=O)(c1ccccc1F)N1CCCCN2[C@@H](CO)[C@H](c3ccc(-c4cncnc4)cc3)[C@@H]2C1	28.2	-8.2	0.9	75.0
O=C(c1ccc(F)cc1)N1CC[C@H]2[C@H](CO)Nc3ccc(-c4ccccc4F)cc3[C@H]21	-29.7	19.4	-0.1	54.7
C[C@H]1CN([C@@H](C)CO)C(=O)c2cccc(NS(=O)(=O)c3ccc(Cl)cc3)c2O[C@H]1CN(C)C(=O)Nc1ccc(C(F)(F)F)cc1	-30.6	41.7	14.8	94.9
COc1cccc(NC(=O)N2C[C@@H](O)COC[C@H]3O[C@H](CC(=O)N(C)C)CC[C@@H]32)c1	nt	-0.3&-2.4	3.0	25.3
C[C@@H]1CN([C@@H](C)CO)C(=O)c2cc(NS(=O)(=O)c3cccs3)ccc2O[C@@H]1CN(C)C(=O)Nc1ccccc1	15.2	-5.4	2.8	26.4
CCC(=O)N1C[C@H](C)[C@@H](OC)CN(C)C(=O)c2cc(NC(=O)c3cnccn3)ccc2OC[C@@H]1C	4.4	-3.7	-0.8	11.0
C[C@@H]1CN([C@H](C)CO)C(=O)c2cc(-c3ccc(F)cc3)cnc2O[C@@H]1CN(C)CC1CCOCC1	-5.1	-1.6	0.3	-13.9
CCS(=O)(=O)N1CCCCN2[C@@H](CO)[C@H](c3ccc(-c4cccc(C#N)c4)cc3)[C@@H]2C1	-19.2	-2.9	-2.4	65.9
COc1ccc(S(=O)(=O)N(C)C[C@H]2OCCCC[C@@H](C)Oc3ccc(NC(=O)Nc4cccc5ccccc45)cc3C(=O)N([C@H](C)CO)C[C@H]2C)cc1	-82.2*	4.0	-7.4	87.9
C[C@@H]1CN([C@@H](C)CO)C(=O)c2cc(C3=CCCC3)cnc2O[C@@H]1CN(C)Cc1cccnc1	13.0	0.6	1.2	nt
COCC(=O)Nc1ccc2c(c1)C(=O)N(C)[C@@H]1CC[C@H](CC(=O)Nc3ccccc3)O[C@H]1CO2	-16.6	0.1	1.3	-4.8
COc1ccc(NC(=O)N(C)C[C@H]2Oc3cc(-c4ccncc4)ccc3S(=O)(=O)N([C@H](C)CO)C[C@@H]2C)cc1	-16.9	0.1	5.3	62.6
CO[C@@H]1CN(C)C(=O)c2cc(NC(=O)C3CCOCC3)ccc2OC[C@H](C)N(C(C)=O)C[C@@H]1C	20.0	nt	0.3	-40.3
COc1ccccc1CNC(=O)C[C@@H]1C[C@@H]2c3cc(NC(=O)NC4CCCC4)ccc3O[C@@H]2[C@@H](CO)O1	-7.5	2.0	-0.5	111.3*
O=C1CN(Cc2ccccc2)C[C@H]2[C@H](c3ccc(-c4ccccc4F)cc3)[C@H](CO)N12	-43.2	-1.5	-2.0	nt
C[C@H](CO)N1C[C@H](C)[C@H](CN(C)C(=O)Nc2ccc(C(F)(F)F)cc2)Oc2ccc(NC(=O)Nc3ccc(C(F)(F)F)cc3)cc2C1=O	-45.6	-7.1	0.4	57.4
N#C[C@@H]1[C@H](c2ccccc2-c2cccc(F)c2)[C@H](CO)N1S(=O)(=O)c1cccc(F)c1	-11.2	11.2	1.3	nt
CCCN(C)C[C@H]1Oc2cc(-c3ccc(C)cc3)ccc2S(=O)(=O)N([C@H](C)CO)C[C@H]1C	-40.3	9.9	1.3	60.2
CC=Cc1ccc2n(c1=O)C[C@H]1[C@H](CO)[C@@H](C(=O)NC3CCC3)N(C(=O)C3CC3)[C@@H]21 (mixture of isomers)	-6.2	-1.0	1.0	nt
CN(C)CC#Cc1ccc([C@@H]2[C@@H](CO)N3CCCCN(C(=O)C4CCC4)C[C@H]23)cc1	7.9	0.9	4.6	-59.9
O=C(C[C@@H]1C[C@@H]2c3cc(NC(=O)CC4CC4)ccc3O[C@@H]2[C@H](CO)O1)NCc1ccc(-c2ccccc2)cc1	-11.7	-39.1	0.2	-16.9
CO[C@H]1CN(C)C(=O)c2ccc(NC(C)=O)cc2OC[C@H](C)N(Cc2cccc(F)c2)C[C@@H]1C	13.7	-2.7	2.5	nt
